MazEF act = activators of E. coli MazEF toxin-antitoxin RNase | P0AE70 | FAM/BHQ RNA-DNA oligo cleavage fluorescence, 5 h | activation, % at 20 µM | actives 0.32% (n = 350,000); in the data active means activation above about 50%
Target sequence (P0AE70 whole entry, looked up): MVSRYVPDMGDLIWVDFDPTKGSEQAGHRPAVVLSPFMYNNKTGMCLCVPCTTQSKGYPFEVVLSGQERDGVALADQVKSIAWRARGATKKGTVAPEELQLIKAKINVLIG
CCHF vOTU inh = blocks the CCHF virus ovarian tumor domain protease | AID 651958 | actives 0.55% (n = 370,000) | inhibition, % at 11.5 µM | CCHFV vOTU protease, Pep-AMC fluorescence; in the data active means inhibition above about 30%; further: 0% = vehicle wells with enzyme and 100% = no enzyme wells
VHR inh abs = blocks human VHR1 dual specificity phosphatase; P51452; recombinant VHR phosphatase, pNPP absorbance; inhibition, % at 13.3 µM; actives 0.52% (n = 290,000); in the data active means inhibition above about 50%; further: some compounds called inactive have numbers as strong as hits
Anthrax LF prot = blocks Bacillus anthracis lethal factor protease; P15917; multiplex microsphere protease cleavage assay, LF; inhibition, % at 10 µM; actives 0.12% (n = 360,000); further: plate controls were buffer without enzyme for full effect and enzyme alone for no effect
Target sequence (P15917 whole entry, looked up): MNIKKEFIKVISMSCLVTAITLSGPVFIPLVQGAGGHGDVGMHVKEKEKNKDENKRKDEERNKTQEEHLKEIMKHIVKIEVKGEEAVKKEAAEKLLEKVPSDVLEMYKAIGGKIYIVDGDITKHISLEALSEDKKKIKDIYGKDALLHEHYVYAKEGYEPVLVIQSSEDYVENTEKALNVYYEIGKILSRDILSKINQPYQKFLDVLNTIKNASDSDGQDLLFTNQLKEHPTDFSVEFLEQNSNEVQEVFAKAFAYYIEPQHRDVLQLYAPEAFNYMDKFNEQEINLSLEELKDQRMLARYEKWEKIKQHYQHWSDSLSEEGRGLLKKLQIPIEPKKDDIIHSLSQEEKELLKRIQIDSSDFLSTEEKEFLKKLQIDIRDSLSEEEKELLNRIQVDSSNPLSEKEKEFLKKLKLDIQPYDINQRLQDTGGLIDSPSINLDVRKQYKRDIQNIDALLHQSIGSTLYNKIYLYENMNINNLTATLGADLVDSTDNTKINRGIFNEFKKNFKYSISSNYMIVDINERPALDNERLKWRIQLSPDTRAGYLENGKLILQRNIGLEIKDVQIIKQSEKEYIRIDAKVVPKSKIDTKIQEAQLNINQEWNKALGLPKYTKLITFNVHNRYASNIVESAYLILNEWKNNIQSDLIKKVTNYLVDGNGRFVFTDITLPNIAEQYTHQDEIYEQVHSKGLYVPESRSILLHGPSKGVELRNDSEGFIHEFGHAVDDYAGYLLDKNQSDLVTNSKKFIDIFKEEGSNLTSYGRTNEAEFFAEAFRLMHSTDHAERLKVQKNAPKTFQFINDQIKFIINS
PrPC TRFRET = reduces human prion protein on the cell surface; cell surface PrPC, TR-FRET read-out; P04156; inhibition, % at 13.8 µM; actives 0.43% (n = 370,000); in the data active means inhibition above about 24%; further: 0% = median of the test wells and 100% = reference compound wells
BoNT-F LC inh = BoNT F light chain protease inhibition; Multiplex microsphere protease cleavage assay, flow cytometry; actives 0.22% (n = 360,000); AID 588497; inhibition, % at 10 µM; in the data active means inhibition above about 35%, passing the limit was not always enough; inconclusive means no clear call, values can overlap the other calls; further: plate controls were buffer without enzyme for full effect and enzyme alone for no effect
PriA SSB inh = inhibitors of Klebsiella pneumoniae PriA binding to SSB C-terminal tail | inhibition, % at 33 µM | AlphaScreen SSBct-PriA binding, biotinylated peptide | actives 0.6% (n = 430,000) | AID 1272365; in the data active means inhibition mostly above about 37%, no sharp cut-off; inactive means mostly below about 20%;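 further: plate controls were negative control peptide for no effect and reference peptide for full effect; strong numbers were not always called active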
3CLpro inhibitor = SARS-CoV 3CLpro protease inhibition | P0C6X7 | recombinant SARS-CoV 3CLpro, quenched FRET peptide cleavage | inhibition, % at 6 µM | actives 0.14% (n = 290,000); in the data active means inhibition above about 12%
BoNT-A LC inh2 = inhibitors of Botulinum neurotoxin A light chain protease; multiplex microsphere protease substrate cleavage, flow cytometry; inhibition, % at 10 µM; actives 0.17% (n = 360,000); further: plate controls were buffer without enzyme for full effect and enzyme alone for no effect
Rv3671c inh = inhibits the M. tuberculosis serine protease Rv3671c; P9WHR9; inhibition, % at 5.96 µM; actives 0.048% (n = 320,000); AID 2606; in the data active means inhibition above about 38%;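 further: extracellular domain of Rv3671c used as enzyme; 0% = enzyme with DMSO and 100% = no enzyme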
An asterisk follows results filed as active; ? = inconclusive; nt = not tested or not shown. Unless noted, no stated cut-off is given here; in the data, active means inhibition above about 30%; inconclusive means no clear call, values can overlap the other calls; inactive means below that.

entry | Compound | MazEF act | CCHF vOTU inh | VHR inh abs | Anthrax LF prot | PrPC TRFRET
1 | O=C(O)c1cccc(CSc2nnc(COc3ccccc3)o2)c1 | 10 | 12 | -18 | 0 | -3
2 | O=C1NC(=S)NC1=Cc1ccco1 | -15 | 14 | nt | -6 | -6
3 | COc1ccc(-c2noc(CN(C)S(=O)(=O)c3ccccc3)n2)cc1OC | 0 | 11 | nt | 0 | 2
4 | COc1ccccc1NCN1C(=O)CCC1=O | 18 | 1 | 17 | 1 | -4
5 | O=C(COc1ccc(F)cc1Br)Nc1ccccc1N1CCCC1 | -3 | 8 | nt | -4 | 0
6 | O=C(CSc1nc2[nH]ncc2c(=O)[nH]1)Nc1cccc(Cl)c1 | -4 | 6 | nt | -1 | -8
7 | O=c1[nH]c(=O)n(Cc2ccccc2Cl)c(O)c1C=Nc1ccc(F)cc1 | 53* | 2 | 6 | 1 | -3
8 | COc1ccccc1-c1ccc(=O)n(CC(=O)Nc2ccc(C(=O)N3CCCC3)cc2)n1 | 2 | -1 | 24 | 0 | -1
9 | COC(=O)c1ccc(/C=N/NC(=O)CC(=O)NC(C)C)cc1 | -2 | -2 | 10 | -3 | -9
10 | O=C(Nc1nc2n(n1)C(c1ccc(Cl)cc1)CC(c1ccc(Cl)cc1)N2)c1ccco1 (centres undefined) | -9 | 10 | -15 | nt | -1

entry | BoNT-F LC inh | PriA SSB inh | 3CLpro inhibitor | BoNT-A LC inh2 | Rv3671c inh
1 | -6 | -23 | 4 | 0.8 | -4
2 | 0 | -4 | nt | -0.5 | nt
3 | -11 | -11 | 1 | 0.5 | -10
4 | -6 | -6 | -6 | 0.5 | 4
5 | -3 | nt | nt | -0.2 | nt
6 | 6 | -13 | nt | -1.3 | 0
7 | 6 | -10 | 2 | 0.3 | 13
8 | 13 | 10 | 3 | ? | 5
9 | -1 | nt | -3 | -0.3 | -5
10 | nt | -11 | 1 | nt | -6

(further entries)
entry | Compound | MazEF act | CCHF vOTU inh | VHR inh abs | Anthrax LF prot | PrPC TRFRET
11 | O=C(OCc1ccc(Cl)cc1)c1ccccc1C(=O)c1ccccc1 | -9 | 6 | 10 | -12 | 0
12 | CCOC(=O)c1c(C)[nH]c(C)c1C(=O)COC(=O)Cc1n[nH]c(=O)c2ccccc12 | 7 | -6 | nt | 2 | 2
13 | CCCCNC(=O)C1(C)CCN1C(=O)c1ccc2c(c1)CCO2 (centres undefined) | nt | 4 | nt | -2 | 0
14 | CC1(c2ccc(OC(F)F)cc2)NC(=O)N(CC(=O)NC2CCCC2)C1=O (centres undefined) | 2 | 2 | nt | -3 | -4
15 | COc1ccc(S(=O)(=O)N(C)C)cc1NC(=O)CCCSc1ccccc1 | -8 | -1 | -2 | -7 | 4
16 | CCN1/C(=C/C=C/c2sc3ccccc3[n+]2CC)Sc2ccccc21 | -457 | nt | nt | -192 | nt
17 | COc1cccc(CNS(=O)(=O)c2cccc(S(=O)(=O)N3CCOCC3)c2)c1 | 0 | -14 | -33 | -1 | -4
18 | Cc1cc(=O)[nH]c(SCC(=O)Nc2cc(S(=O)(=O)N(C)C)ccc2Cl)n1 | -1 | -8 | 37 | 4 | -3
19 | COc1ccc(C(C(=O)NC2CCCC2)N(Cc2ccco2)C(=O)c2snc(C(N)=O)c2N)cc1OC (centres undefined) | 2 | -4 | 30 | 7 | -1
20 | N#Cc1cccc(C(=O)Nc2cccc(S(=O)(=O)N3CCCC3)c2)c1 | 0 | 13 | 9 | 0 | 3

entry | BoNT-F LC inh | PriA SSB inh | 3CLpro inhibitor | BoNT-A LC inh2 | Rv3671c inh
11 | -8 | -3 | 3 | -2.9 | -5
12 | 2 | 4 | nt | 0.2 | -3
13 | 0 | nt | nt | 0.2 | nt
14 | 1 | -9 | nt | 0.4 | 0
15 | 10 | -7 | 3 | 4.6 | -1
16 | -159 | nt | nt | 32* | -369
17 | 1 | -10 | 4 | -0.7 | -5
18 | 0 | -22 | 1 | -1.9 | 0
19 | 7 | -4 | 6 | -2.2 | -4
20 | -6 | -3 | 3 | -0.4 | -5

Next section:
entry | Compound | MazEF act | CCHF vOTU inh | VHR inh abs | Anthrax LF prot | PrPC TRFRET
21 | Cc1ccc(-c2nnc(NCc3nc4ccccc4[nH]3)c3ccccc23)cc1S(=O)(=O)N1CCOCC1 | -16 | nt | 8 | 0 | nt
22 | COCCn1cnc2cc(C)c(C)cc21 | 11 | 3 | 40 | -1 | 7
23 | COC(=O)c1cc(OC)c(OC)cc1NC(=S)N1CCOCC1 | 3 | -11 | 9 | 8 | -2
24 | O=C(N[C@@H](Cc1ccccc1)C(=O)O)c1c(F)c(F)c(F)c(F)c1F | -17 | -2 | 21 | -7 | 1
25 | COc1ccc(OC)c([C@@H](O)[C@H](C)NC(C)(C)C)c1 | -1 | 0 | 12 | -2 | -5
26 | CCOC(=O)C1=C(C)N(C)C(C)=C(C(=O)OCC)C1c1ccsc1 | 6 | -4 | 15 | -3 | -5
27 | Fc1cccc(CSc2ccc3nnc(-c4cccnc4)n3n2)c1 | -2 | -9 | 27 | -4 | -12
28 | Cc1ccc(C(=O)c2ccccc2C(=O)OCC(=O)NC(=O)NC(C)(C)C)cc1 | -5 | 0 | 0 | 0 | -1
29 | CCOC(=O)c1ccc(N2C(=O)C(O)=C(C(C)=O)C2c2ccccc2)cc1 (centres undefined) | -7 | -6 | -9 | 2 | 2
30 | CCOC(=O)C1CCN(c2ccc([N+](=O)[O-])cc2)CC1 | 1 | -3 | 9 | 3 | -14

entry | BoNT-F LC inh | PriA SSB inh | 3CLpro inhibitor | BoNT-A LC inh2 | Rv3671c inh
21 | 17 | 0 | 2 | 4.6 | -22
22 | -5 | 2 | 2 | -0.1 | -7
23 | 13 | -7 | 1 | -0.5 | nt
24 | -2 | 10 | 4 | -0.2 | 16
25 | 2 | -11 | 2 | -0.9 | 1
26 | -2 | -8 | 0 | 0.4 | 2
27 | 2 | -3 | -3 | -0.3 | -6
28 | -6 | -6 | 5 | -1.3 | -3
29 | -2 | -6 | 3 | 0.4 | -2
30 | 1 | 7 | 0 | 1.2 | -7

Fetched one by one from the list above (six):
entry | Compound | MazEF act | CCHF vOTU inh | VHR inh abs | Anthrax LF prot | PrPC TRFRET
28 | Cc1ccc(C(=O)c2ccccc2C(=O)OCC(=O)NC(=O)NC(C)(C)C)cc1 | -5 | 0 | 0 | 0 | -1
26 | CCOC(=O)C1=C(C)N(C)C(C)=C(C(=O)OCC)C1c1ccsc1 | 6 | -4 | 15 | -3 | -5
23 | COC(=O)c1cc(OC)c(OC)cc1NC(=S)N1CCOCC1 | 3 | -11 | 9 | 8 | -2
24 | O=C(N[C@@H](Cc1ccccc1)C(=O)O)c1c(F)c(F)c(F)c(F)c1F | -17 | -2 | 21 | -7 | 1
30 | CCOC(=O)C1CCN(c2ccc([N+](=O)[O-])cc2)CC1 | 1 | -3 | 9 | 3 | -14
29 | CCOC(=O)c1ccc(N2C(=O)C(O)=C(C(C)=O)C2c2ccccc2)cc1 (centres undefined) | -7 | -6 | -9 | 2 | 2

entry | BoNT-F LC inh | PriA SSB inh | 3CLpro inhibitor | BoNT-A LC inh2 | Rv3671c inh
28 | -6 | -6 | 5 | -1.3 | -3
26 | -2 | -8 | 0 | 0.4 | 2
23 | 13 | -7 | 1 | -0.5 | nt
24 | -2 | 10 | 4 | -0.2 | 16
30 | 1 | 7 | 0 | 1.2 | -7
29 | -2 | -6 | 3 | 0.4 | -2

More compounds follow.
entry | Compound | MazEF act | CCHF vOTU inh | VHR inh abs | Anthrax LF prot | PrPC TRFRET
31 | CC(=O)c1ccc(N2CCN(C(=O)c3ccc(C(=O)c4ccccc4)cc3)CC2)cc1 | 2 | -3 | nt | -2 | 3
32 | Fc1ccc(CNc2nc(-c3ccco3)cc(C(F)(F)F)n2)cc1 | 6 | 8 | 10 | 0 | 12
33 | CC(C)[C@H](NC(=O)c1cc2cc(Cl)ccc2n1C)C(=O)N[C@@H](C(=O)O)c1ccccc1 | 1 | 1 | 2 | -8 | 8
34 | COC(=O)c1ccc(NC(=O)Cn2nc(-c3ccncc3)nc2SCC(=O)Nc2nccs2)cc1 | 56* | 1 | 35 | -4 | -4
35 | COCc1cccc(-c2csc(C(C)(O)c3ccccc3)n2)c1 (centres undefined) | nt | 3 | nt | -10 | 7
36 | CC1OC(OC2C(Oc3c(-c4ccc(O)cc4)oc4cc(O)cc(O)c4c3=O)OC(COC3O[C@@H](C)[C@H](O)[C@@H](O)C3O)C(O)C2O)C(O)C(O)C1O (some centres undefined) | 0 | 2 | nt | -2 | 1
37 | Cc1cc(OCCn2cnc3ccccc3c2=O)ccc1[N+](=O)[O-] | 3 | -13 | -4 | -1 | -3
38 | COCCn1c(=S)[nH]c2cc(C(=O)NCCCN3CCOCC3)ccc2c1=O | -5 | -14 | 29 | 0 | -3
39 | O=C(CN(C(=O)c1csnn1)c1cccc(F)c1)NCc1ccc2c(c1)OCO2 | -6 | -3 | 26 | -4 | -2
40 | CCOC(=O)c1sc(=NC(=O)C2CC2)n(C)c1C | 1 | 12 | 21 | 2 | 1

entry | BoNT-F LC inh | PriA SSB inh | 3CLpro inhibitor | BoNT-A LC inh2 | Rv3671c inh
31 | 2 | -3 | nt | -0.5 | 4
32 | 3 | -5 | 2 | 1.9 | 0
33 | -2 | -1 | 5 | -1.8 | -4
34 | 1 | 0 | 3 | 0.0 | -54
35 | -2 | nt | nt | -0.2 | nt
36 | -11 | -5 | nt | 0.7 | -4
37 | -12 | -4 | 1 | -1.0 | 3
38 | -2 | -1 | -8 | -1.7 | 6
39 | 2 | 2 | 5 | -0.5 | -7
40 | -3 | -6 | 1 | 0.1 | -7

(next part)
entry | Compound | MazEF act | CCHF vOTU inh | VHR inh abs | Anthrax LF prot | PrPC TRFRET
41 | C=CCN=C(CC)C1=C(O)CCCC1=O | -7 | 24 | -27 | 1 | 0
42 | C=CCNC(=O)c1ccc2c(c1)S(=O)(=O)c1ccccc1C2=O | -4 | -3 | nt | 8 | -67
43 | O=C1CCN(Cc2ccc([N+](=O)[O-])cc2)CCN1CCO | 9 | 20 | 36 | 0 | -21
44 | COc1ccc(CCNC(=O)c2ccc3c(c2)S(=O)(=O)N=C2CCCCCN23)cc1OC | -5 | -6 | nt | 3 | -6
45 | COc1cccc(N2CCN(Cc3nc4ccccc4c(=O)[nH]3)CC2)c1 | 12 | -1 | 1 | 0 | 0
46 | O=[N+]([O-])c1ccccc1N/N=C/c1cc2ccccc2nc1Cl | -1 | 14 | -32 | -3 | 8
47 | COc1ccc(CN(C(=O)c2cc3ccccc3oc2=O)C2CCS(=O)(=O)C2)cc1OC (centres undefined) | 0 | 0 | 13 | 3 | 2
48 | C[C@H](CO)N1C[C@H](C)[C@@H](CN(C)S(=O)(=O)c2cn(C)cn2)Oc2c(NS(=O)(=O)c3ccccc3)cccc2C1=O | -5 | -2 | nt | 0 | -2

entry | BoNT-F LC inh | PriA SSB inh | 3CLpro inhibitor | BoNT-A LC inh2 | Rv3671c inh
41 | 2 | -6 | -2 | -0.2 | 4
42 | 4 | 6 | nt | -0.1 | -3
43 | -9 | -6 | -3 | -0.9 | -6
44 | 0 | nt | nt | 0.0 | nt
45 | 11 | -4 | 6 | 0.5 | 6
46 | -9 | nt | -2 | -0.5 | -3
47 | 1 | -3 | -1 | 1.3 | 0
48 | -3 | 9 | nt | -0.2 | 0

Not all compounds are listed; the hit share may differ from the screen's.
